Source: PubChem (several laboratories)
HIV RNase H inh – HIV-1 RT RNase H inhibitors, primary screen, biochemical, fluorescence | Gag-Pol polyprotein (Human immunodeficiency virus type 1 group M subtype B (isolate … | RT-RNase H RNA/DNA duplex cleavage | inhibition, % at 10 µM | 1.9% of 65,000 active; in the data active means inhibition above about 50%
RmlCD inh mix – RmlC and RmlD coupled enzyme inhibitors, primary screen, biochemical, 384-well, compound mixtures, retest | inhibition, % at 5.5 µM | AID 1532, 2009 | RmlC/RmlD coupled enzyme inhibition, 384-well mixture HTS | 0.39% of 110,000 active; in the data active means inhibition above about 30%, passing the limit was not always enough; further: strong numbers were not always called active
The depositor's hits bear a star; / = no result given.

Preview (six entries):
The line under a structure holds: HIV RNase H inh	RmlCD inh mix
Cc1ccc(S(=O)(=O)CCC(=O)NCc2ccco2)cc1
    /	-7
Cn1c(SCc2nn[nH]n2)nc2c1c(=O)n(Cc1ccccc1Cl)c(=O)n2C
    19	-9
COC(=O)c1cc(NC(=O)C2CC2)cc(C(=O)OC)c1
    -12	10
Cn1c(-c2sc3cc(C(F)(F)F)cnc3c2-c2ccccc2)n[nH]c1=S
    /	-8
c1cc(-c2nnc3sc(C4CCCCC4)nn23)ccn1
    -12	-10
CC1(C)Cc2c(sc3c2c2ncnn2c2nnc(SCC(=O)NCc4ccco4)n32)CO1
    -1	-11

Main list (from the top)
The line under a structure holds: HIV RNase H inh	RmlCD inh mix
Cc1ccc(S(=O)(=O)CCC(=O)NCc2ccco2)cc1
    /	-7
Cn1c(SCc2nn[nH]n2)nc2c1c(=O)n(Cc1ccccc1Cl)c(=O)n2C
    19	-9
COC(=O)c1cc(NC(=O)C2CC2)cc(C(=O)OC)c1
    -12	10
Cn1c(-c2sc3cc(C(F)(F)F)cnc3c2-c2ccccc2)n[nH]c1=S
    /	-8
c1cc(-c2nnc3sc(C4CCCCC4)nn23)ccn1
    -12	-10
CC1(C)Cc2c(sc3c2c2ncnn2c2nnc(SCC(=O)NCc4ccco4)n32)CO1
    -1	-11
COc1ccc(S(=O)(=O)N2Cc3ccccc3CC2C(=O)N2CCOCC2)cc1 (centres undefined)
    -6	5
COC(=O)c1ccccc1N1C(=O)[C@@H]2C(c3ccc(F)cc3)=NO[C@@H]2C1=O
    2	11
Cc1sc2nc(SC(C)C)nc(N)c2c1C
    3	4
N#Cc1c(SCC(N)=O)nsc1SCc1ccc(Cl)cc1
    -25	-8
CCOC(=O)N1CCC(Nc2c(NCCCN3CCN(CC)CC3)c(=O)c2=O)CC1
    /	-6
Cc1sc2nc3c4ccccc4c(NCc4ccco4)nn3c(=O)c2c1C
    -24	/
CCOC(=O)C1=NN(c2ccccc2)C2=NC(C)=C(C(=O)OC)C(c3cccs3)N12 (centres undefined)
    /	-8
CCOc1ccc(N(Cc2cc3ccc(C)cc3[nH]c2=O)C(=O)COC)cc1
    -1	19
O=C(Nc1ccccc1Cl)c1cnccn1
    -24	-2
CC(=O)Nc1ccc(NC(=O)CSc2ccc(C)cc2)cc1
    /	4
Cc1ccc(Nc2c3c(nc4ncnn24)CC(C)CC3)cc1 (centres undefined)
    /	11
CS(=O)(=O)N1CCC(C(=O)NCCN2CCN(Cc3ccccc3)CC2)CC1
    0	-12
CC(C)CC1(C(=O)NCc2ccccn2)C=CCN1C(=O)c1ccccc1 (centres undefined)
    /	10
Cc1cc(C)n(-c2nncn2NC(=O)c2ccc(Cl)cc2O)n1
    0	31
COc1ccccc1Nc1ncccc1C(=O)NCc1ccccc1
    /	-4
Nc1nonc1C(=O)OCC(=O)N1CCCCC1
    -7	-16
COc1cccc(C2CC(c3cccs3)=NN2C(=O)CSC2=NN3CCCC(=O)N=C3S2)c1OC (centres undefined)
    /	4
CCCCN1C(N)=NC[C@@H]1c1ccccc1
    /	-5
O=C(OCc1cccc2ccccc12)c1ccc2c(=O)[nH]c(CN3CCOCC3)nc2c1
    -6	-26
COc1ccc(CC(=O)Nc2ccc3c(c2)CCC3)cc1S(=O)(=O)N1CCOCC1
    -2	-7
CCCSc1nc(O)c(CC)c(=O)n1C(C)CC (centres undefined)
    3	-5
Cn1nc(C(=O)NC2=NCCS2)ccc1=O
    /	-11
CN1CCN(c2ncnc3ccc(Br)cc23)CC1
    1	-11
Clc1ccc(Br)cc1-c1nc(-c2ccncc2)no1
    -16	5
CCCCC(=O)Nc1cccc(-c2nc3ncccc3o2)c1
    2	10
CCC1(C)Cc2ccccc2/C(=C/C(=O)N2CCCCC2)N1 (centres undefined)
    0	13
CC1(C)Cc2c(sc3ncn4nnnc4c23)CO1
    -6	/
C/C(=N\Nc1nc(C)cc(-c2ccccc2)n1)c1ccc(C)o1
    /	7
CC1(C)CC(=O)c2cnc(NC(=O)c3ccco3)nc2C1
    4	7
CCC(=O)Nc1ccc(-c2cc(-c3ccccc3)nc(-c3ccc(NC(=O)CC)cc3)n2)cc1
    /	-23
COc1cccc(C(=O)NC(=S)Nc2ccc(Cl)c(C(=O)O)c2)c1
    /	-10
COC(=O)C(C(=O)OC)c1ccccc1[N+](=O)[O-]
    /	-11
CCOC(=O)CNC(=O)Nc1nnc(-c2ccc(OCC)cc2)o1
    2	2
CCOc1cc(N2CCOCC2)c(OCC)cc1NC(=O)c1nc2nccc(C)n2n1
    2	/
Cc1cc(NS(=O)(=O)N(C)C)ccc1C(C)C
    /	4
O=C(NNC(=O)c1sc2cccc(Cl)c2c1Cl)Nc1ccccc1
    /	1
NC(=O)[C@@H]1CCNc2c(I)cc([N+](=O)[O-])cc2C(=O)N[C@@H](CCC(=O)O)C(=O)N[C@@H](CO)C(=O)N1
    /	9
Cc1ccc(C(=O)O/N=C2\CCCc3ccccc32)cc1
    /	-128
Cn1nnc(C(O)CNCc2cccs2)n1 (centres undefined)
    -5	29
Cc1cc(C)cc(Oc2nc(-c3ccccc3)cc(C)c2S(C)(=O)=O)c1
    /	9
COc1cc2nc(C3CCC3)n(NC(=O)C(OC(C)=O)c3ccccc3)c(=O)c2cc1OC (centres undefined)
    6	4
CCOc1ccc(OCc2ccc(C(=O)N3N=C(C(F)F)CC3(O)C(F)F)o2)cc1 (centres undefined)
    /	8
Cc1ccccc1-n1c(C)cc(/C=N/NC(=O)c2ccc(CN3CCOCC3)cc2)c1C
    /	-6
CC(C)=CCOc1c2occc2cc2ccc(=O)oc12
    /	-204

Continuation:
The line under a structure holds: HIV RNase H inh	RmlCD inh mix
CCOc1ccc(N2C(=O)CN=C2Nc2ccccc2F)cc1
    /	2
COc1cccc(-c2nn(C)c3sc(C(=O)N4CCOCC4)cc23)c1
    -28	-5
c1ccc(-c2cc(CSc3nc4ccccc4[nH]3)on2)cc1
    -25	12
Cc1ccc(S(=O)(=O)N(CCCO)Cc2cc3c(C)ccc(C)c3[nH]c2=O)cc1
    /	-6
CCn1cc(C(=O)N2CC=C(c3ccccc3)CC2)c(=O)c2ccc(C)nc21
    3	-4
CCOC(=O)c1sc(C)c2c(=O)n(CCCN3CCOCC3)cnc12
    -4	-6
O=S(=O)(NCC1CCCO1)c1ccc(S(=O)(=O)N(Cc2ccccc2F)C2CCCCC2)cc1 (centres undefined)
    /	2
COc1ccc(NC(=O)CCNC(=O)Cn2ccc3ccccc3c2=O)c(OC)c1
    -7	-5
CCn1c(CSc2nc(C)cc(C)n2)nnc1SCC(=O)N1CCCc2ccccc21
    -4	3
CCn1c(SCC(=O)c2ccc(OC)cc2)nnc1C1CC1
    /	16

Retrieved by structure from above, 5 records:
The line under a structure holds: HIV RNase H inh	RmlCD inh mix
Cc1ccc(S(=O)(=O)N(CCCO)Cc2cc3c(C)ccc(C)c3[nH]c2=O)cc1
    /	-6
CCn1cc(C(=O)N2CC=C(c3ccccc3)CC2)c(=O)c2ccc(C)nc21
    3	-4
O=S(=O)(NCC1CCCO1)c1ccc(S(=O)(=O)N(Cc2ccccc2F)C2CCCCC2)cc1 (centres undefined)
    /	2
CCOc1ccc(N2C(=O)CN=C2Nc2ccccc2F)cc1
    /	2
COc1ccc(NC(=O)CCNC(=O)Cn2ccc3ccccc3c2=O)c(OC)c1
    -7	-5

More compounds:
The line under a structure holds: HIV RNase H inh	RmlCD inh mix
O=C(CSc1ncn[nH]1)NCCc1ccccc1
    /	5
CCn1nc(C(=O)Nc2cccc3ccccc23)c(Cl)c1Cl
    /	-6
CN/C(=C/[N+](=O)[O-])NCCSCc1ccc(CN(C)C)o1
    8	-12
CCC(C)c1ccc(NC(=O)COC(=O)C2=COCCO2)cc1 (centres undefined)
    /	-5
Nc1nc2n(n1)C(c1cccs1)CC(c1ccc(Br)cc1)N2 (centres undefined)
    -10	-6
Cc1nn2c(c1-c1ccccc1)NC1=C(C(=O)CCC1)C2c1cccnc1 (centres undefined)
    -17	/
Cc1cccc(NC(=O)c2ccccc2C(=O)O)c1
    -5	9
CCOC(=O)C1=C(C)NC2=C(C(=O)CCC2)C1c1ccc(N(C)C)cc1 (centres undefined)
    -8	8
CC(C)(C)c1ccc(OCC(=O)N2CCN(C=O)CC2)cc1
    -4	11
COc1ccccc1N1CCN(S(=O)(=O)c2cccc(F)c2)CC1
    -7	0
Cn1c2ccccc2c2nnc(SCN3C(=O)c4ccccc4C3=O)nc21
    -2	/
Fc1ccc(OCCCCCCN2CCCC2)cc1
    /	-2
CCCN(C#N)c1nc(NCC)nc(NC(C)C)n1
    -23	-8
COc1cc(/C=C/C(=O)O)cc(S(=O)(=O)N(C)CCO)c1OC
    /	-32
CSc1ccccc1NC(=O)CN(C)S(=O)(=O)c1ccc(F)cc1
    /	-1
Cc1cc(/C=N\O)c(C)n1-c1ccncc1
    -8	/
CN(C)C(=O)c1ccc(COc2ccccc2Br)o1
    -15	-9
CCOC(=O)CNC(=O)CSc1nc(C)cc(C)c1C#N
    -27	4
O=C(c1ccccc1)N1CCCCC(Sc2nnnn2-c2ccccc2)C1=O (centres undefined)
    -24	21
O=c1cc(-c2ccccc2)nc2nc(-c3ccco3)[nH]n12
    18	-4
Cc1ccc(CS(=O)(=O)CCC(=O)NCC2CCCO2)cc1 (centres undefined)
    -19	6
CCOCc1nnc(NC(=O)CSc2ccccc2)s1
    -20	-11
CCOC(=O)N1CCN(C(=O)c2ccc3c(=O)n(CCC4=CCCCC4)c(=O)[nH]c3c2)CC1
    -7	-11
Cc1cc(NC(=O)CCC(=O)N(C2CC2)C2(C(=O)NC3CCCC3)CCC(C)CC2)no1 (centres undefined)
    -1	3
COc1ccc(NC(=O)c2oc3ccccc3c2NC(=O)c2ccc3c(c2)OCO3)cc1
    14	-2
CC1CN(Cc2nc3c(c(=O)n(C)c(=O)n3C)n2Cc2ccc(Cl)cc2)CC(C)O1 (centres undefined)
    -17	/
COc1ccc(N2CCN(Cc3nc4c(c(=O)n(C)c(=O)n4C)n3Cc3cccc(C)c3)CC2)cc1
    -1	/
COc1ccc(CCn2c(=N)c(C(=O)NCc3ccco3)cc3c(=O)n4ccccc4nc32)cc1OC
    12	/
CC(C)N(C(=O)CSc1nc2c([nH]1)c(=O)n(C)c(=O)n2C)c1ccccc1
    -6	8
CCCN(CC(=O)c1cc(C)n(C)c1C)S(=O)(=O)c1cccc(C(F)(F)F)c1
    -9	-17
Cc1ccc(-c2nc3ncccc3o2)cc1NC(=O)c1sc2ccccc2c1Cl
    /	-6
CCCS(=O)(=O)N1CCCC(C(=O)NCCN(C)Cc2ccccc2)C1 (centres undefined)
    -25	0
COC(=O)[C@H](C)NC(=O)NCc1ccco1
    -2	-12
Cc1ccc(C(=O)Nc2ccc(Cl)cc2C(=O)c2ccccc2)cc1
    /	12
O=C(/C=C/c1ccc(OCCCF)cc1)NCc1ccc(Cl)c(Cl)c1
    /	-10
O=C(Nc1cccc(Br)c1)c1cc2ccccc2o1
    -20	10
COc1ccc(Cl)cc1NC1=NCC(C)S1 (centres undefined)
    -10	0
COc1ccc2c(c1)OC(O)(C(F)(F)F)CC2=O (centres undefined)
    0	2
Cc1ccnc(NS(=O)(=O)c2ccc(NC(=O)c3ccc(C)o3)cc2)n1
    /	-15
COc1cccc(N2CCN(c3ncccn3)CC2)c1
    -7	-6
COc1ccc(NC(=O)N2CCC(C(=O)c3ccc(F)cc3)CC2)cc1
    /	-9
CCC(C)(C)NC(=O)C(OC(=O)c1cc2sccc2n1C)c1ccc(OC)cc1 (centres undefined)
    1	-8
COc1ccc(-c2noc(-c3ccccc3C(=O)NCc3ccco3)n2)cc1
    -2	6
Nc1[nH]n2c(=O)cc(-c3ccccc3)nc2c1N=Nc1ccccc1
    /	-80
C=CCn1c(SCC(=O)NCc2ccco2)nc2sc3c(c2c1=O)CCCC3
    /	-13
COc1ccc(OC)c(NC2=NC3(CCCC3)N=C(N)N2)c1
    -3	21
CC1(C)N=C(SCC(=O)Nc2ccc(Cl)cc2)C(c2ccccc2)=N1
    /	-11
CNP(=S)(NC)OCCOc1ccc(OC)cc1
    -3	-15
Cc1ccc(-n2c(SCC(N)=O)nnc2-c2ccccn2)cc1C
    -3	-12
NC(=O)N1CCN(C(=O)c2ccco2)CC1
    /	-6

Copied from the list.
CCOC(=O)c1sc(C)c2c(=O)n(CCCN3CCOCC3)cnc12 – RmlCD inh mix = -6
COc1ccc(NC(=O)N2CCC(C(=O)c3ccc(F)cc3)CC2)cc1 – RmlCD inh mix = -9
COc1cc2nc(C3CCC3)n(NC(=O)C(OC(C)=O)c3ccccc3)c(=O)c2cc1OC (centres undefined) – RmlCD inh mix = 4
C=CCn1c(SCC(=O)NCc2ccco2)nc2sc3c(c2c1=O)CCCC3 – RmlCD inh mix = -13

(continued)
The line under a structure holds: HIV RNase H inh	RmlCD inh mix
CCOC(=O)N1CCN(C(=O)N2CCOCC2)CC1
    3	-12
COc1ccccc1CN(Cc1nc2ccccc2c(=O)[nH]1)C(=O)Nc1ccccc1C
    /	6
c1ccc2c(c1)oc1c(Nc3ccc(CN4CCOCC4)cc3)ncnc12
    0	13
Cc1noc(C)c1S(=O)(=O)N(CCc1ccccc1)Cc1ccccc1
    35	-25
CCn1c(C)nc2cc(S(=O)(=O)C(F)F)ccc21
    /	-6
CCCC(O)(c1ccc(Cl)cc1)C(CN1CCOCC1)c1ccccc1 (centres undefined)
    /	10
CCOC(=O)c1ccc(NC(=O)c2nc[nH]c2C(=O)NC2CCN(C(=O)OC(C)(C)C)CC2)cc1
    /	-2
CC(=O)c1ccc(NC(=O)CSc2nc3nc(C)cc(C)n3n2)cc1
    4	0
COC(=O)[C@H](CCSC)NC(=O)Nc1ccc(OC)cc1
    -1	-9
COc1cccc(-c2cc(C(=O)NC3CCCC3)no2)c1
    -8	-10
Cc1ccc(C(=O)O)cc1S(=O)(=O)NCC1CCCO1 (centres undefined)
    -5	4
COC(=O)c1ccc(NC(=O)C2CCCCC2C(=O)O)cc1 (centres undefined)
    /	2

An excerpt; count on the stated rates, not on these rows.
